Source: PubChem BioAssay
SV40 large T antigen – SV40 large T antigen inhibitors, biochemical (AID 1903). SV40 large T antigen ATPase/helicase inhibition assay; higher % means a stronger effect. inhibition, % at 20 µM, or IC50 in µM where a hit was titrated. 310,000 compounds, 0.39% hits; in the data active = a potency from the dose series; inconclusive = inhibition mostly from about 32% at the one dose, without a potency; inactive = the rest, 99 in 100 with inhibition below about 32%; also: strong numbers were not always called active
TNAP activators – stimulation of alkaline phosphatase TNAP activity – biochemical, luminescent, no phosphate acceptor, uHTS, primary screen (AID 1001); activation fold at 20 µM; hits with a dose series show EC50 in µM; purified TNAP, luminescent activation assay, no phosphate acceptor; higher activation fold means a stronger effect; 200,000 compounds, 0.03% hits; in the data active = activation fold from about 3, or a potency from the dose series; inactive = the rest, 99 in 100 with activation fold below about 1.6; also: many of its hits are not listed in these tables
PhoP inhibition – PhoP-dependent GFP reporter repression – Salmonella Typhimurium, primary screen (AID 1863); inhibition, % at 50 µM; hits with a dose series show IC50 in µM; S. Typhimurium PhoP-regulated promoter GFP reporter, 4 h; higher % means a stronger effect; 300,000 compounds, 0.16% hits;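 active = inhibition over 29.93%, a cutoff 3 SD above the screen mean, later confirmed by dose response; inconclusive = inhibition over 29.93% but no dose response follow-up; inactive = inhibition at most 29.93% or unconfirmed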;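 also: 0% = low Mg2+ inducing control and 100% = high Mg2+ repressing control; strong numbers were not always called active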
Insulin prom up – MIN6 insulin promoter up-regulation | z-score at 5 µM | AID 1625 | MIN6 insulin promoter-GFP reporter, high-content imaging; active compounds read high | 190,000 compounds, 0.3% hits;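 active = z-score above 3 at 5 µM with at least 500 cells counted in the well; inconclusive = wells under 500 cells, flagged as cytotoxic or low count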
RSV CPE inhibition – inhibition of RSV-induced cytopathic effect – HEp-2 cells, primary 10 µM value included (AID 2391). HEp-2 cells, RSV-induced CPE inhibition; higher % means a stronger effect. CPE inhibition, % at 10 µM; hits with a dose series show IC50 in µM. 310,000 compounds, 0.13% hits; in the data active = a potency from the dose series; inconclusive = CPE inhibition mostly from about 23% at the one dose, without a potency; inactive = the rest, 99 in 100 with CPE inhibition below about 21%; also: strong numbers were not always called active
PMI inhibitors – MPI enzyme activity inhibition – biochemical, fluorescence intensity, coupled assay, primary screen (AID 1209); purified PMI enzyme, coupled fluorescence intensity; higher % means a stronger effect; one-dose inhibition, % at 20 µM; IC50 in µM for titrated hits; 190,000 compounds, 0.42% hits;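 also: plate controls were DMSO vehicle for no effect and wells lacking substrate for full effect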
PMI inhibition – human PMI inhibitors, high substrate, primary screen, biochemical, fluorescence intensity, high mannose 6-phosphate (AID 1220); recombinant PMI enzyme, coupled fluorescence intensity; higher % means a stronger effect; inhibition, % at 20 µM; hits with a dose series show IC50 in µM; 190,000 compounds, 0.66% hits
ER stress rescue – rescue of cells from ER stress-induced death, primary screen, 384-well, CSM14.1, thapsigargin, ATP luminescence (AID 1222); CSM14.1 thapsigargin-induced death rescue, ATP luminescence; higher % means a stronger effect; cellular ATP content (survival), % at 20 µM, or EC50 in µM where a hit was titrated; 190,000 tested, under 10 active;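 active = EC50 below 50 µM in the dose-response confirmation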;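 also: death triggered by thapsigargin at about 15 µM added after 2 h compound pretreatment; cell ATP read after overnight thapsigargin exposure of roughly 18 to 22 hours; normalized against plate controls of thapsigargin alone and 5% DMSO vehicle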
West Nile antiviral – West Nile virus antiviral activity, cell-based, CPE readout (AID 1621); CPE inhibition, % at 10 µM; hits with a dose series show IC50 in µM; 290,000 compounds, 0.02% hits; West Nile virus-infected cells, CPE inhibition; higher % means a stronger effect; in the data active = a potency from the dose series; inconclusive = CPE inhibition mostly from about 3.7% at the one dose, without a potency; inactive = the rest, 99 in 100 with CPE inhibition below about 2.2%; also: strong numbers were not always called active
Insulin prom up cell count – further read-out of Insulin prom up, marked with its call; cell count; measured here: cytotoxicity, nuclei count;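 total cells summed across four imaged fields per well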
* marks the source's active call; other numbers are inactive results; ? = inconclusive; · = not tested or not shown. Rule as the data show it, unless noted: active = inhibition above about 50%; inactive = the rest.

Value order: ER stress rescue | SV40 large T antigen | Insulin prom up | TNAP activators | PMI inhibition | West Nile antiviral | PMI inhibitors | RSV CPE inhibition | PhoP inhibition | Insulin prom up cell count
COC(=O)c1sc2nc(CSc3nc4ccc(C)cc4[nH]3)[nH]c(=O)c2c1C
→ -1.1% | -1% | ? | 1.1 | -26% | -0.1% | -12% | 1.3% | 30% | ·
CC1CCN(c2c(NCc3ccc(C(=O)N4c5ccccc5CC4C)cc3)c(=O)c2=O)CC1 (stereo not given)
→ 0.0% | 9% | -0.49 | 1.1 | -12% | -0.2% | -20% | 8.7% | -3% | 1059
O=C(CNc1ccccc1-c1ccccc1)NCc1ccccc1
→ 3.9% | 25% | -0.89 | 1.1 | 16% | -0.5% | 9% | 2.6% | -8% | 1320
COC(=O)N/N=C/c1cn(CCCOc2ccccc2)c2ccccc12
→ -1.0% | 8% | 0.12 | 0.9 | -4% | -1.0% | -4% | 2.4% | -7% | 1243
Cc1ccc(C(C(=O)NC2CCCCC2)N(C(=O)CCCC(=O)Nc2ccccn2)c2ccc3c(c2)OCCO3)cc1 (stereo not given)
→ 0.1% | 8% | 1.4 | 1.1 | 7% | -0.2% | 16% | 4.2% | 1% | 1337
Cn1ncc(Br)c1C(=O)N/N=C/c1ccc(OS(=O)(=O)c2ccccc2)cc1
→ -2.1% | 10% | · | 1.1 | 10% | 0.7% | 14% | 2.9% | -1% | ·
CCC(C(=O)NC1CCCC1)N(Cc1ccc2c(c1)OCO2)C(=O)c1snc(C(N)=O)c1N (stereo not given)
→ 0.0% | 12% | 0.39 | 0.9 | 1% | 0.6% | 4% | -1.6% | 0% | 847
COc1cccc(NC(=O)c2cc3ccccc3oc2=O)c1
→ · | 2% | · | · | · | -0.8% | · | 1.1% | 4% | ·
COc1ccccc1NS(=O)(=O)c1cc(NC(=O)c2sc3cc(Cl)ccc3c2Cl)ccc1C
→ 0.6% | 13% | 0.01 | 1 | 3% | 0.9% | 6% | 2.0% | 6% | 1480
Nc1nnc(Cc2ccccc2F)s1
→ 0.2% | -11% | -0.34 | 1.1 | -2% | 0.5% | 1% | 1.1% | 7% | 1502
CSc1nc2ccccc2n1CC(=O)Nc1c(C)cccc1C
→ 1.6% | -1% | -0.33 | 1.1 | -3% | 0.1% | 0% | 1.5% | -5% | 956
COc1ccc(CCNC(=O)c2ccc3ccccc3n2)cc1
→ · | 2% | · | · | · | -0.7% | · | ? | 6% | ·
Cc1nc(CCNS(=O)(=O)c2cccnc2)cs1
→ · | 12% | · | · | · | -0.1% | · | -0.9% | 4% | ·
COc1cc(C(CCN2CCOCC2)c2c(OC)cc(OC)c3c2OC(=O)CC3c2ccc(N(C)C)cc2)cc(OC)c1OC (stereo not given)
→ · | 17% | · | · | · | 0.3% | · | 0.7% | -4% | ·
CCOC(=O)C1C(=O)CC(C)(O)C(C(=O)OCC)C1c1ccccc1 (stereo not given)
→ -0.4% | 16% | · | 1.1 | 3% | -0.2% | 8% | 0.5% | 9% | ·
CCCCCCc1ccc(-c2ncc(N)cn2)cc1
→ · | 1% | 0.04 | 1 | 15% | 0.3% | 20% | 10% | 10% | 1008
[O-][n+]1onc2c3cc(-c4ccccc4)nnc3ccc21
→ -2.4% | 17% | 0.11 | 1 | 26% | 0.2% | 19% | 7.6% | -5% | 1228
O=C(O)/C=C\C(=O)Nc1ccc(N2CCN(c3ccc(F)cc3)CC2)cc1
→ -0.1% | 5% | 0.08 | 1 | 35% | -0.1% | 9% | 1.0% | -4% | 1334
O=C(CSc1ccc2nnc(-c3ccc(Cl)cc3)n2n1)N1CCCc2ccccc21
→ -2.4% | 16% | 0.05 | 1 | -31% | -0.8% | -20% | 5.3% | 7% | 1237
O=C1c2oc3ccccc3c(=O)c2C(c2ccccn2)N1Cc1ccccc1 (stereo not given)
→ · | 8% | -0.08 | 1.1 | 3% | -0.2% | 2% | 8.5% | -4% | 1267
COc1ccc(/C=C2\Oc3cc(OCC(=O)N4CCC[C@H]4C(=O)O)ccc3C2=O)c(OC)c1
→ · | 2% | · | · | · | 0.2% | · | 1.4% | 9% | ·
CC(=O)NCc1nc2ccccc2n1Cc1ccccc1F
→ -0.2% | -1% | 0.54 | 1 | -2% | -0.2% | -6% | 1.9% | 2% | 1721
O=C(COC(=O)[C@H](Cc1ccccc1)NC(=O)c1cccs1)NC1CC1
→ -2.0% | 4% | -0.4 | 1.1 | -15% | 0.0% | -4% | 0.6% | 27% | 1429
CC(=O)Cc1cc(O)c2ccccc2c1OC(=O)c1ccccc1
→ -1.2% | -3% | 2.7 | 1.1 | 69%* | -1.7% | 32% | -1.7% | -5% | 1445
O=C(Nc1nnc(-c2ccccc2Cl)o1)c1nc2ccccc2s1
→ 3.0% | 5% | -0.87 | 1 | -21% | 0.2% | -14% | 3.9% | -1% | 1703
CCOC(=O)c1cc(C#N)c(SC)nc1-c1ccccc1
→ -0.3% | 4% | 0.45 | 1.1 | -5% | -0.3% | 4% | ? | -6% | 1370
COc1ccc(Br)cc1/C=N/NC(=O)CN1CCN(Cc2ccccc2)CC1
→ · | 7% | 0.18 | · | · | -0.6% | · | 4.4% | 5% | 1412
COc1cccc(CNC(=O)CCCn2ccc3cc(S(=O)(=O)N4CCCC4)ccc32)c1
→ · | 7% | · | · | · | -0.3% | · | 8.1% | -6% | ·
CCOC(=O)c1ccc(Cn2c(-c3ccccc3)nnc2-c2ccccc2)o1
→ · | 5% | -0.22 | 1 | 17% | 0.4% | 25% | 5.1% | 6% | 1208
COc1ccc(NC(C)=O)cc1NC(=O)CN1CCN(C(=O)c2ccco2)CC1
→ -0.5% | 0% | 0.22 | 1.1 | 2% | 0.9% | 11% | 0.0% | 2% | 1861
O=C(COC(=O)c1cc[n+]([O-])cc1)NCc1ccccc1Cl
→ -0.4% | 8% | 0.31 | 1.1 | 0% | 0.0% | -1% | -0.1% | 0% | 1405
CC(=O)c1ccc(NC(=O)c2cn(-c3ccccc3)nc2-c2ccncc2)cc1
→ -2.4% | -3% | 0.37 | 1 | -12% | 0.1% | -9% | -1.6% | 0% | 1309
Cc1ccc(NC(NC(=O)c2ccccn2)C(Cl)(Cl)Cl)cc1 (stereo not given)
→ -0.6% | 5% | · | 1.1 | 4% | 0.5% | -8% | 2.3% | 20% | ·
CC(C)NC(=O)C(=O)NC1CCCCCC1
→ 2.4% | 1% | -0.77 | 1.1 | 1% | -0.1% | 2% | 4.0% | -1% | 970
Fc1ccc2nc3n(c2c1F)CCCCCC3
→ 0.8% | 6% | -0.17 | 1 | 0% | -0.9% | -8% | 1.1% | 5% | 1269
O=C(N1CCC(O)(c2cccnc2)CC1)C12CC3CC(CC(C3)C1)C2
→ -2.0% | 5% | 0.6 | 1 | -1% | -0.2% | -3% | 11% | 8% | 1260
C#CCn1c(=NC(=O)c2ccccc2[N+](=O)[O-])sc2cc(S(C)(=O)=O)ccc21
→ -1.7% | 12% | -0.3 | 1 | -3% | -0.5% | -4% | 0.9% | -4% | 1106
O=S(=O)(N/N=C\c1ccc2c(c1)OCO2)c1ccc(F)cc1
→ · | 12% | · | · | · | 0.1% | · | 11% | 3% | ·
COc1cc(/C=C2\SC(=Nc3ccc(Cl)c(C(=O)O)c3)NC2=O)c(Br)c(Br)c1O
→ · | 3.3µM* | · | · | · | -0.1% | · | 1.3% | -4% | ·
Cc1cccc2cc(CN(CCCN3CCOCC3)Cc3nnnn3C(C)(C)C)c(=O)[nH]c12
→ 1.5% | 10% | -1.2 | 1 | -4% | -0.1% | 3% | 0.6% | -5% | 976
O=C(NNC1=NCCC1)c1cccc(S(=O)(=O)N2CCCC2)c1
→ -1.1% | 4% | 0.53 | 1 | -4% | -0.1% | -5% | 0.4% | -7% | 1463
O=C(C1=C(O)C(=O)N(CCN2CCOCC2)C1c1cccc(F)c1)c1cc2ccccc2o1 (stereo not given)
→ · | -1% | · | · | · | 0.3% | · | 2.5% | -9% | ·
CCc1c(C)sc(NC(=O)c2ccccc2[N+](=O)[O-])c1C(N)=O
→ -2.6% | 9% | 0.15 | 1.1 | 1% | -0.9% | -8% | 2.6% | -1% | 1313
COc1ccc(S(=O)(=O)N2CCC(C(=O)NCCc3ccc4c(c3)OCO4)CC2)cc1
→ 0.1% | -1% | -0.61 | 1.2 | -6% | -1.5% | -8% | 2.0% | -7% | 1268
Cc1cc(C(F)F)n2nc(C(=O)Nc3ccc(F)cc3F)nc2n1
→ -3.7% | 12% | 0.79 | 1.1 | -8% | 0.2% | -4% | 0.7% | -5% | 1295
O=C(OCC(=O)N1CCN(c2ccccc2)CC1)c1ccc(O)cc1O
→ · | 5% | · | · | · | 0.2% | · | 0.8% | 5% | ·
COc1cc2c(cc1OC)C(SC)=NC(C)(C)C2
→ -2.1% | 18% | -0.8 | 1.1 | 3% | -0.6% | -4% | -0.3% | 8% | 1274
COc1ccc(NC(=O)c2ccc(COCC(F)(F)C(F)F)cc2)cc1OC
→ -1.4% | 9% | 0.69 | 1.2 | 17% | -0.6% | 23% | 5.3% | -2% | 1456
C1CC2CN(c3nc4nonc4nc3N3CCSCC3)CCN2C1 (stereo not given)
→ 0.0% | 4% | -0.27 | 1.1 | 7% | -0.8% | 6% | -0.4% | -7% | 1405
CCOc1cccc(CN2CCC(CCC(=O)NC3CC3)CC2)c1O
→ · | 2% | · | · | · | 0.0% | · | -0.8% | 5% | ·
Nc1nonc1-n1nnc(C(=O)N/N=C/c2cccc(Cl)c2)c1CSc1ccccc1
→ · | 7% | -0.67 | · | · | 0.1% | · | · | -11% | 1027
CC(=O)NCC1CCCN(C(=O)c2oc3c(F)cccc3c2C)C1 (stereo not given)
→ · | 4% | · | · | · | 0.0% | · | -0.2% | 2% | ·

Four compounds already listed, sorted by their value in PMI inhibition, high to low.
mol	SV40 large T antigen	TNAP activators	PMI inhibition	West Nile antiviral	PMI inhibitors	RSV CPE inhibition	PhoP inhibition
O=C(N1CCC(O)(c2cccnc2)CC1)C12CC3CC(CC(C3)C1)C2	5%	1	-1%	-0.2%	-3%	11%	8%
O=C(NNC1=NCCC1)c1cccc(S(=O)(=O)N2CCCC2)c1	4%	1	-4%	-0.1%	-5%	0.4%	-7%
O=C(Nc1nnc(-c2ccccc2Cl)o1)c1nc2ccccc2s1	5%	1	-21%	0.2%	-14%	3.9%	-1%
COC(=O)c1sc2nc(CSc3nc4ccc(C)cc4[nH]3)[nH]c(=O)c2c1C	-1%	1.1	-26%	-0.1%	-12%	1.3%	30%
